# NCI-60 one-dose screen, 48 h, at 10 µM unless noted. Numbers give growth in % (100 = growth as untreated, 0 = no growth, -100 = all killed).
# RPMI-8226 – RPMI-8226 leukemia cells. 7.5% of 77,000 active
# MOLT-4 – MOLT-4 leukemia cells; AID 1794779; 6.9% of 80,000 active
# EKVX – EKVX NSCLC; 3% of 71,000 active
# HOP-92 – HOP-92 NSCLC cells. 6.3% of 71,000 active. AID 1794738
# HOP-62 – HOP-62 NSCLC | AID 1794735 | 3.9% of 80,000 active
# M14 – M14 melanoma; 6.2% of 80,000 active; AID 1794745
# CCRF-CEM – CCRF-CEM leukemia. 7% of 77,000 active
# A549/ATCC – A549/ATCC NSCLC | 3.7% of 81,000 active
# The depositor's hits bear a star; / = no result given; [ ] = another dose, or the depositor's remark. The calls were made as follows: active = growth percent below 10; inactive = the rest. Hits appear at their usual frequency. Share with any hit: about 13%.
SMILES,RPMI-8226,MOLT-4,EKVX,HOP-92,HOP-62,M14,CCRF-CEM,A549/ATCC
COC(=O)[C@@H]1[C@H](O)[C@H](C)[C@H](O)[C@H](C)/C=C\C=C(C)C(=O)Nc2c(C)c(OC(C)=O)c3c(c2O)C(=O)C(C)=C2OCOC(=C23)C(C)=C[C@@](C)(O)[C@H](O)[C@@H](C)[C@H]1OC(C)=O,98,88,112,/,-100*,107,99,99
Nc1cccc2ccc(Cl)nc12,100,108,104,120,97,99,102,88
N#CCN(CC#N)CC#N,102,94,110,114,113,94,101,108
C/C(=N/NC(N)=S)c1ccc([N+](=O)[O-])cc1,90,96,72,74,101,98,106,104
C#C[C@]1(O)CC[C@H]2[C@@H]3CC=C4c5sc(N6CCN(C)CC6)nc5CC[C@]4(C)[C@H]3CC[C@@]21C,-13*,1.3*,69,83,55,-73*,-8.5*,55
Cc1ccc(C)c2c1SC1=NNC(Nc3ccc(Cl)cc3)=C(C#N)C(=N)N12,94,91,91,79,97,107,96,109
Cc1ccc(C2CC(c3ccc(Nc4nc(NCCO)nc(NCCO)n4)cc3)=NN2c2ccc(Cl)cc2)cc1 (centres undefined),48,32,66,89,68,61,32,48
CS(=O)(=O)Nc1cc(-c2ccc3ncnc(Nc4ccc(F)c(Cl)c4)c3c2)ccc1Cl,37,40,21,-6.7*,65,47,30,32
COc1cccc(C2CC(c3ccc(Nc4nc(Nc5ccc(Cl)cc5)nc(Nc5ccc(Cl)cc5)n4)cc3)=NN2C(C)=O)c1 (centres undefined),80,95,94,83,87,98,97,96
CCCCCCC(=O)OCC1CCCO1 (centres undefined),95,98,104,89,86,112,99,79

# Shown with two lines to a compound: part of the list above
# Screens in order – RPMI-8226 | MOLT-4 | EKVX | HOP-92 | HOP-62 | M14 | CCRF-CEM | A549/ATCC
CS(=O)(=O)Nc1cc(-c2ccc3ncnc(Nc4ccc(F)c(Cl)c4)c3c2)ccc1Cl
 : 37 | 40 | 21 | -6.7* | 65 | 47 | 30 | 32
COc1cccc(C2CC(c3ccc(Nc4nc(Nc5ccc(Cl)cc5)nc(Nc5ccc(Cl)cc5)n4)cc3)=NN2C(C)=O)c1 (centres undefined)
 : 80 | 95 | 94 | 83 | 87 | 98 | 97 | 96
CCCCCCC(=O)OCC1CCCO1 (centres undefined)
 : 95 | 98 | 104 | 89 | 86 | 112 | 99 | 79

# A different layout for some results above.
Structure	RPMI-8226	MOLT-4	EKVX	HOP-92	HOP-62	M14	CCRF-CEM	A549/ATCC
C#C[C@]1(O)CC[C@H]2[C@@H]3CC=C4c5sc(N6CCN(C)CC6)nc5CC[C@]4(C)[C@H]3CC[C@@]21C	-13*	1.3*	69	83	55	-73*	-8.5*	55
Cc1ccc(C)c2c1SC1=NNC(Nc3ccc(Cl)cc3)=C(C#N)C(=N)N12	94	91	91	79	97	107	96	109
Cc1ccc(C2CC(c3ccc(Nc4nc(NCCO)nc(NCCO)n4)cc3)=NN2c2ccc(Cl)cc2)cc1 (centres undefined)	48	32	66	89	68	61	32	48

# (further entries)
SMILES,RPMI-8226,MOLT-4,EKVX,HOP-92,HOP-62,M14,CCRF-CEM,A549/ATCC
CCCCOc1ccc(NC(=O)n2nc(N)c3cc(N)ccc32)cc1,77,82,70,95,98,91,52,77
O=c1c2cccc3c(N4CCCC4)ccc(c32)c2nc3ccccc3n12,76,2.6*,76,41,66,91,54,36
CC(=O)OCCC/C(=C\c1ccc2ccccc2c1)[N+](=O)[O-],/,-26*,42,-91*,-27*,-71*,-49*,-72*
COC(=O)[C@H]1CCCCN=Cc2c(O)c(O)c(C(C)C)c3cc(C)c(c(O)c23)-c2c(C)cc3c(C(C)C)c(O)c(O)c(c3c2O)C=N1,120,108,94,89,106,98,121,96
C[C@H]1[C@H](C)CC[C@]2(C(=O)NCCCNCCCCNCCCN)CC[C@]3(C)C(=CC[C@@H]4[C@@]5(C)C/C(=C/c6ccco6)C(=O)C(C)(C)[C@@H]5CC[C@]43C)[C@H]12,97,98,101,/,103,95,102,96
CC(C)CN1C(=O)[C@@]2(Oc3ccccc3[C@H]3CC(c4ccc(Br)cc4)=NN32)c2ccccc21,56,42,55,92,77,94,54,73
CC(=O)Nc1ccc(C)cc1[N+](=O)[O-],108,91,108,100,103,108,97,96
COc1csc(/C=N/NC(=O)c2[nH]c3ccc(Br)cc3c2-c2ccccc2)c1,6.0*,1.7*,49,49,25,12,-2.4*,14
COc1ccc(NC(=O)C(=O)NO)c(OC)c1,84,91,97,91,/,94,84,78
Nn1c(SCC(=O)Nc2ccc(Cl)cc2)nnc1-c1cc(F)c(Cl)cc1Cl,77,80,91,77,56,97,93,87
CN(C)c1ccc(C(=O)O)cc1,97,94,107,93,100,105,113,72
NCCSSCCN,109,117,104,106,100,103,98,97
O=C(Nc1ccc(N2CCN(Cc3ccccc3)CC2)cc1)c1cccs1,97,89,/,74,81,95,104,102
O=C1c2cccc3cccc(c23)C(=O)N1N1C(=O)c2cccc3c(-c4ccc(F)cc4)ccc(c23)C1=O,109,104,98,93,103,104,105,110
Cc1ccc(-c2cc(-c3ccncc3)[nH]c(=O)c2C#N)s1,97,97,109,88,93,106,97,99
Cc1cc(-c2cc(C)c(O)c(C)c2)cc(C)c1O,79,75,68,77,74,72,83,90
C=CCC(O)[C@@]1(C)O[C@@H]1CC[C@H](C)C[C@H](CC=C)OC(C)=O (some centres undefined),112,87,104,86,98,95,108,107
CC1(C)CC[C@]2(C(=O)N3CCOCC3)CC[C@]3(C)C(=CC[C@@H]4[C@@]5(C)C/C(=C/c6cccnc6)C(=O)C(C)(C)[C@@H]5CC[C@]43C)[C@@H]2C1,69,74,88,79,102,84,86,74
CCOc1cc(/C=C/C(=O)CC(=O)/C=C/c2ccc(OC(=O)CNc3nc4ccc(OC)cc4s3)c(OCC)c2)ccc1OC(=O)CNc1nc2ccc(OC)cc2s1,-27*,4.1*,42,91,64,21,4.6*,48
Nc1cc(-c2c[nH]c3ccc(F)cc23)nc2cc(-c3c[nH]c4ccc(F)cc34)nn12,31,39,78,83,101,79,8.0*,80
O=S1(=O)CCC(N(Cc2ccc(F)cc2)S(=O)(=O)c2ncsc2-c2ccccc2)C1 (centres undefined),100,94,101,93,104,101,98,103
Cc1noc2cccc(O)c12,102,99,115,96,91,102,111,103
Nc1nc(N)c2cc(Sc3ccc(Cl)cc3)ccc2n1,20,26,34,6.6*,53,28,42,15
CC1=C(NCCN2CCCC2)C(=O)c2c(OCc3ccc(C(F)(F)F)cc3)cccc2C1=O,30,12,/,33,87,-82*,1.2*,85
CC(C)(C)n1cc(-c2ccnc(NCCCNS(=O)(=O)c3cccc4ccccc34)n2)c(-c2ccc(F)c(O)c2)n1,61,51,55,136,119,64,55,53
NC(=S)N/N=C/c1ccc2c(c1)OCO2,91,105,/,100,100,116,91,96
N#Cc1c(N2CCOCC2)nc(=S)[nH]c1-c1ccccc1,74,74,57,-7.4*,51,80,62,86
O=C(Oc1cc([N+](=O)[O-])ccc1Cl)Oc1cc([N+](=O)[O-])ccc1Cl,101,93,/,70,97,90,96,107
Cc1ccc(Cc2cnc(NC(=O)/C=C/c3ccc(Cl)c(Cl)c3)s2)cc1,99,93,97,108,94,103,102,96
O=C(n1ccc2cc(OS(=O)(=O)c3ccccc3)ccc21)C12CC3CC(CC(C3)C1)C2,/,89,86,61,84,91,85,87
CC(=O)c1c(O)c2ccccc2oc1=O,99,59,94,/,106,90,104,96
Cc1ccc(NC(=O)CSc2nc3ccccc3c(=O)n2CCc2ccccc2)cc1,/,104,71,/,58,94,/,80
Cc1ccc(C(=O)C2=C(O)C(=O)N(Cc3cccnc3)C2c2ccccc2F)o1 (centres undefined),105,90,98,84,92,101,/,87
O=C1N[C@@H](Cc2c[nH]c3cc(-n4cc(C[C@@H]5NC(=O)[C@@H]6CCCN6C5=O)c5ccccc54)ccc23)C(=O)N2CCC[C@@H]12,107,64,99,95,103,102,130,99
Cc1cnc(C(=O)NNc2nc3cc(F)ccc3n3c(C(=O)N4CC5CC(C4)N5)ccc23)cn1,48,/,23,65,59,-23*,17,25
O=C(Nc1ccc(F)c(Cl)c1)c1cc(-c2ccc(F)cc2F)ccc1O,-29*,-21*,-5.8*,-21*,-13*,20,0.7*,9.3*
CC(=O)N1N=C(c2ccc(Cl)cc2)CC1c1ccc(C)s1 (centres undefined),/,79,57,71,99,99,79,87
CCCCCCCN=C(N)N=C(N)N,64,78,55,83,98,88,72,95
O=C1COCCN1c1ccc(Nc2nc(Nc3ccc(N4CCOCC4=O)cc3)nc(OCCCl)n2)cc1,110,97,102,113,94,101,104,88
CC(C)=CC/C=C(/C)[C@H]1CC[C@]2(C)[C@@H]1CC[C@@H]1[C@@]3(C)CCCNC(C)(C)[C@@H]3CC[C@]12C,-40*[100 µM],-26*[100 µM],-71*[100 µM],-57*[100 µM],-48*[100 µM],-59*[100 µM],-16*[100 µM],-52*[100 µM]
CCOC(=O)c1ccc(OCc2cn(Cc3c(C)c(Cn4cc(COc5ccc(C(=O)OCC)cc5)nn4)c(C)c(Cn4cc(COc5ccc(C(=O)OCC)cc5)nn4)c3C)nn2)cc1,92,100,104,99,98,101,101,87
Cc1cccc2cc(-c3cc4ccccc4[nH]3)/c(=N\Nc3ccc(Cl)cc3)oc12,10,83,79,99,91,90,90,91
CCN1CCCC(O)C1 (centres undefined),105,101,95,83,98,101,/,102
CCCC(F)C(=O)O (centres undefined),98,93,/,/,113,97,95,92
CNC(=O)c1cc(-n2ccc3cc(NC(=O)c4ccccc4)ccc32)ccn1,/,97,92,101,98,85,92,88
Cc1cc(S(=O)(=O)Nc2nn(-c3ccccc3)c(=O)[nH]2)c(SCc2ccccc2)cc1Cl,55,90,95,94,90,/,85,38
CC(CN1CCCCC1)NC(=O)c1scnc1-c1ccccc1 (centres undefined),101,104,/,92,100,101,/,97
CCN(CC)CC(Cc1ccccc1)OC(=O)Nc1ccccc1 (centres undefined),104,99,103,81,100,105,102,100
CCOC(=O)[C@H](Cc1ccccc1)Nc1nc(N)nc(N(C)c2ccccc2)c1C=O,80,75,91,72,100,100,82,86
Cc1nc2sc(C(=O)Nc3cccc4ccccc34)c(N)c2cc1C(=O)c1ccccc1,16,21,46,78,43,12,12,23
# Other structures:
SMILES,RPMI-8226,MOLT-4,EKVX,HOP-92,HOP-62,M14,CCRF-CEM,A549/ATCC
COc1ccc(C2CC(=O)Nc3c2cnn3C)cc1 (centres undefined),130,101,97,120,91,100,108,102
Cc1cc(C)cc(Nc2c(Nc3cc(C)cc(C)c3)c(=O)c2=O)c1,103,102,102,102,88,104,98,108
COc1ccc(/C=C/C(=O)c2ccc(NC(=O)CSc3nnc(-c4ccc(-c5nc6ccc(Cl)cc6[nH]5)cc4)o3)cc2)cc1OC,107,101,97,118,96,/,105,102
C#Cc1nc(/C=C/CCCCCCC(=O)NO)cs1,-13*,-14*,89,-52*,73,62,-39*,62
CN(C)S(=O)(=O)c1oc(-c2ccccc2)nc1C#N,76,-13*,78,74,100,28,1.8*,105
Cc1ccc(C2NC(=S)N3C(c4ccc(C)cc4)NC(=S)N23)cc1 (centres undefined),6.5*,25,43,-3.0*,-46*,-26*,12,32
Cc1ccc(Cl)c(-n2c(SCC(=O)Nc3ccc(S(=O)(=O)Nc4nccc(C)n4)cc3)nc3ccccc3c2=O)c1,110,107,102,92,94,/,110,106
Fc1cc(-c2nn(CN3CCOCC3)c(=S)n2/N=C/c2ccc(Cl)cc2)c(Cl)cc1Cl,107,80,126,62,93,97,82,109
CC(C)c1ccc(OC(=O)Nc2c(Cl)cccc2Cl)cc1,101,85,102,108,101,106,97,86
COc1ccc(C(=O)/C=C/c2ccccc2[N+](=O)[O-])cc1S(N)(=O)=O,130,/,97,121,134,107,111,114
O=S(=O)(Nc1ccc(C(F)(F)F)c(Cl)c1)c1ccc(-c2cnc(C3CC3)o2)cc1,/,72,83,53,71,84,70,73
CC(C)NCCOC(=O)c1ccccc1,107,84,115,/,94,98,109,90
O=C1c2cccc3c(N4CCCCC4)ccc(c23)C(=O)N1c1cccc(-c2nn(-c3ccccc3)cc2-c2nc3ccccc3s2)c1,103,93,93,120,140,104,99,109
Cc1nn(-c2nc(-c3cc4ccccc4oc3=O)cs2)c(C)c1N=Nc1ccc(F)cc1,104,105,104,70,99,105,107,108
CCOC(=O)/C(C#N)=C/NCC1CC1,102,92,/,/,118,106,98,95
O=[N+]([O-])C=C(c1ccccc1)c1ccccc1,64,71,71,64,74,79,69,79
O=S(=O)(O)c1ccc(N=Nc2ccc(N=Nc3cccc4ccccc34)c(S(=O)(=O)O)c2)cc1,108,108,97,83,107,99,101,109
Cc1ccc(S(=O)(=O)CC(=O)c2cc3ccccc3o2)cc1,127,107,95,116,110,103,101,93
CC(C)(C)c1ccc(O)c([N+](=O)[O-])c1,107,107,123,90,110,107,98,98
O=C(Nc1cccc(Cl)c1)c1cc(Cl)ccc1O,-21*,4.2*,8.0*,-32*,5.7*,8.3*,13,15
O=C(COc1ccc(/C=C2/C(=O)Nc3ccc(Cl)cc32)cc1)Nc1ccc(Br)cc1,14,-47*,-28*,-48*,-73*,-2.6*,-24*,-66*
CCOC(=O)C1=C(C(=O)c2ccc(C)cc2)C(c2ccc(Cl)cc2Cl)C(C(=O)c2ccc(C)cc2)=C(C(=O)OCC)N1,113,90,83,83,98,93,105,104
CCCCN(CCCC)CCC(O)c1cc2c(Cl)cc(Cl)cc2c2cc(C(F)(F)F)ccc12 (centres undefined),70,69,84,38,86,75,96,74
CC(=O)c1ccc(-c2cn3ccnc3c(-c3ccc4ncn(C5CCCCC5)c4c3)n2)cc1,79,86,105,75,93,97,99,101
CCCCCCCCCCC1CO1 (centres undefined),/,105,/,90,95,108,97,99

# Screening results deposited in PubChem BioAssay by NCI.
